OXTR potentiate – human OXTR potentiators, primary screen, fluorescence, CHO-OTR cells, Fluo-8 calcium; Oxytocin receptor (Homo sapiens), P30559; Fluo-8 calcium fluorescence, potentiator mode; 0% = oxytocin EC15, 100% = EC100; activation, % at 3 µM; 320,000 tested, 0.061% active;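 active = activation above that plate's cutoff, the mean activation of tested compounds plus 3 SD, cut at about 6.6% in these data, passing the limit was not always enough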;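 note: 100% uses oxytocin at 75 nM as the full agonist control; some results filed as inactive read as strong as hits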
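Dosing: Single dose, 3.0 µM nominal final compound concentration | Material: Human OTR in CHO cells | Technique: Kinetic Fluo-8 calcium fluorescence | Benchmarks: EC15 oxytocin alone as 0%, 75 nM oxytocin as 100% | Probe or stimulus: Oxytocin at about EC15, sub-maximal agonist stimulus | Incubation: Compound 6 min at room temperature before oxytocin, 100 s read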
MEKK2wt PB1 HTS – modulators of MEK5 binding to wildtype MEKK2, primary screen, biochemical, multiplex bead flow cytometry, Alexa488-MEK5. Mitogen-activated protein kinase kinase kinase 2 (Homo sapiens), Q9Y2U5. Alexa488-MEK5 binding to MEKK2 WT; actives lie on both sides. binding response (% of control), % at 10 µM. 290,000 tested, 1.1% active; in the data active = binding response below about 67% or above about 130%
GPR7 antag – GPR7 receptor antagonists, primary screen, cell-based, fluorescence, single concentration; Neuropeptides B/W receptor type 1 (Homo sapiens), P48145; GPR7-expressing cells, fluorescence antagonist assay; inhibition, % at 4.4 µM; 290,000 tested, 1.1% active; AID 1861, 2009; in the data active = inhibition above about 16%, passing the limit was not always enough;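 note: cells stimulated with the agonist NPW; 0% = agonist with vehicle and 100% = vehicle without agonist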
Target sequence (P48145 whole entry, looked up): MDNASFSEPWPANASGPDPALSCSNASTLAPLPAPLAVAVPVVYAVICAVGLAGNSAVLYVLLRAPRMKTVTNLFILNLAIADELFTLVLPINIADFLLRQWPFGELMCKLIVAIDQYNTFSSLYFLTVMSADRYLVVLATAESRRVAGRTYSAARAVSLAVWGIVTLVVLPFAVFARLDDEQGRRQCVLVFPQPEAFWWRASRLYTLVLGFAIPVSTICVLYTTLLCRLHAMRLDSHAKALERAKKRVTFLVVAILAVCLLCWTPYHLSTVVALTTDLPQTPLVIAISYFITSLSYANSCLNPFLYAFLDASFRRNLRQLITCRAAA
OXTR ag – human OXTR agonists, primary screen, fluorescence, CHO-OTR cells, Fluo-8 calcium; AID 2435, 2010; Fluo-8 calcium fluorescence; normalized: DMSO 0%, oxytocin 100%; Oxytocin receptor (Homo sapiens), P30559; activation, % at 3 µM; 320,000 tested, 0.32% active;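 active = activation above the mean of all tested compounds plus 3 SD, cutoff set per screening run, cut at about 20% in these data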;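 note: peak over basal fluorescence ratio from a 100 s FLIPR kinetic read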
NALP1 inh – NALP1 inflammasome inhibitors in reconstituted yeast, colorimetric, S. cerevisiae, triplicate retest. S. cerevisiae NALP1/ASC/caspase-1 growth, X-gal OD620, 72 h. inhibition, % at 10 µM. 280,000 tested, 0.61% active. AID 2071, 2009; in the data active = inhibition mostly above about 24%, no sharp cut-off; inactive = mostly below about 32%; note: some compounds called inactive have numbers as strong as hits
MEKK2mut PB1 HTS – MEK5 binding signal on mutant MEKK2 PB1, primary screen, biochemical, multiplex bead flow cytometry, Alexa488-MEK5 | 290,000 tested, 0.35% active | percent response, % at 10 µM | Alexa488-MEK5 binding to MEKK2 mutant | AID 1530, 2009; in the data active = percent response above about 24%, passing the limit was not always enough; note: inactives centre near 1; some results filed as inactive read as strong as hits
GalR3 antag – GalR3 antagonists in HEK293 cells, primary screen, cell-based, fluorescence readout. Galanin receptor type 3 (Homo sapiens), O60755. HEK293 GalR3-CNG cAMP membrane potential fluorescence; galR3 body fused to GalR1 C-terminus. inhibition, % at 3 µM. 360,000 tested, 0.44% active;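 active = inhibition above the screen-wide average plus 3 SD, cut at about 13% in these data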;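 note: forskolin and galanin both at EC90 stimulate the cells; cAMP rise reported by CNG channel membrane potential dye signal; 0% = forskolin plus galanin with DMSO and 100% = forskolin alone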
Target sequence (O60755 1-299 limits assumed): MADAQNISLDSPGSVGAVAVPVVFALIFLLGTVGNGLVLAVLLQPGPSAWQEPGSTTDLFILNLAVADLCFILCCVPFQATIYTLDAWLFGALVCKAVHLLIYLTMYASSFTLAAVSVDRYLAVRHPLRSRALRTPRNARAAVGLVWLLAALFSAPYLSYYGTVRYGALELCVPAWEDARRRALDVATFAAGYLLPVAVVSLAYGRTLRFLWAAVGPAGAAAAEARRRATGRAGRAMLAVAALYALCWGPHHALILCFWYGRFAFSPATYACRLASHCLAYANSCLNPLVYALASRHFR
M18AAP inhibitor – PfM18AAP inhibitors, malaria aminopeptidase, primary screen, biochemical, QFRET, recombinant enzyme | H-Glu-NHMec fluorogenic cleavage | inhibition, % at 7.35 µM | 290,000 tested, 1.2% active;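 active = inhibition above the campaign mean inhibition over all tested compounds plus 3 SD, cut at about 28% in these data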;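 note: 0% = plate median of test compound wells and 100% = 2 mM ZnCl2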
V1aR counter – agonists of human V1a receptor, primary screen, counter-screen for OXTR agonist project, fluorescence, CHO-V1R cells. Fluo-8 calcium fluorescence, agonist mode; 0% DMSO, 100% 3 nM vasopressin. Vasopressin V1a receptor (Homo sapiens), P37288. activation, % at 3 µM. 320,000 tested, 0.25% active;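 active = activation above the mean activation of all tested compounds plus 3 SD, per screening run, cut at about 20% in these data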;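 note: signal is peak over basal fluorescence ratio across a 100 second FLIPR read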
Target sequence (P37288 whole entry, looked up): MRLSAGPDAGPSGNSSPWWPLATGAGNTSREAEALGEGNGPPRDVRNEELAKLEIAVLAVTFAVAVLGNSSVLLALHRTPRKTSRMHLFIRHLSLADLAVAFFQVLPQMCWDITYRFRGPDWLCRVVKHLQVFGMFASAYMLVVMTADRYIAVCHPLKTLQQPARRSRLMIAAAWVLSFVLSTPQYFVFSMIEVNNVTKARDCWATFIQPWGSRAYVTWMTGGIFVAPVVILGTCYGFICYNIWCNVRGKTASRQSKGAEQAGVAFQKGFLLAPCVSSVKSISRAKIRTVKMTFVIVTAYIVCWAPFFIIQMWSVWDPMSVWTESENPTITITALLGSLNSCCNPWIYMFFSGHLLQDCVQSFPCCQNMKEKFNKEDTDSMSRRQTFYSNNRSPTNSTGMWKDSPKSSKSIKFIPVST
Numbers without * were called inactive; . = no result given; [ ] = remark or other dose.

SMILES	OXTR potentiate	MEKK2wt PB1 HTS	GPR7 antag	OXTR ag	NALP1 inh	MEKK2mut PB1 HTS	GalR3 antag	M18AAP inhibitor	V1aR counter
CCOCCCNS(=O)(=O)c1cc(Br)cc2c1N(C(=O)C1CC1)CC2	-5	105	-1	-0.9	19	2	-5	-5	-1.1
COc1ccc(C2c3c(-c4ccccc4O)n[nH]c3C(=O)N2Cc2ccco2)cc1OC (stereo unspecified)	-7	78	-3	2.2	25	-20	-8	4	1.2
COc1ccc2nc(NC(=O)c3ccc(NS(=O)(=O)c4cccs4)cc3)sc2c1	3	90	-15	0.9	20	-4	-4	-14	0.8
CCn1c(O)c(N=NC(=O)CNC(=O)Cc2ccccc2)c2ccccc21	-5	102	19	-1.4	24	-4	3	-2	-0.6
O=C(O)c1ccc(NCc2nc3ccccc3n2Cc2ccccc2F)cc1	-13	101	-4	5.6	-10	5	4	4	3.2
c1cncc(-c2nn3c(Cn4nnc5ccccc54)nnc3s2)c1	-1	110	-11	0.8	2	3	-4	-33	0.1
COc1ccc2[nH]c3c(=O)n(CCN4CCOCC4)cnc3c2c1	5	93	-10	0.4	7	-10	-6	-7	0.0
CCN1CCN(C(=O)/C=C/c2ccc([N+](=O)[O-])cc2)CC1	1	100	0	-0.3	34	0	-1	-6	-0.1
O=C(CN1CCCCCC1)Nc1ccccc1[N+](=O)[O-]	-8	106	-13	-2.1	8	2	-11	5	0.0
COc1cc2[nH]c(=O)c(C(=O)NCc3ccccc3Cl)c(O)c2cc1OC	.	95	-1	.	26	4	-10	-4	.
Nc1ncccc1OCc1ccc(Br)cc1	-7	91	-4	6.8	-5	-8	-9	2	6.8
Cc1ccc2c(c1)N(CCC(=O)NCC1COc3ccccc3O1)C(=O)CO2 (stereo unspecified)	0	94	-6	-0.8	31	-1	-4	-7	0.8
O=C(c1ccco1)N(Cc1cccc(Cl)c1)C1CCS(=O)(=O)C1 (stereo unspecified)	-6	103	-8	0.5	2	1	-6	-8	1.1
Cc1ccc(C(=O)O/N=C(\N)c2nonc2N)cc1	-8	91	4	-2.2	23	5	-3	-1	-1.4
CCCOc1ccc(C(=O)CCC(=O)Nc2ccc(N3CCN(C)CC3)cc2)cc1	-2	.	.	1.3	.	.	-4	.	0.2
CCNc1nc(NC(C)(C)C)nc(N2CCCCC2)n1	0	115	12	-1.1	21	6	-11	3	6.5
CN1C[C@@H]2C(c3ccc(C(F)(F)F)cc3)C3(c4cccnc4)CC2(C3)[C@H]1c1ccccc1 (stereo partly specified)	-13	115	.	-2.1	.	7	-6	.	-1.2
O=C1C2C3C=CC(C4CC34)C2C(=O)N1Cc1ccco1 (stereo unspecified)	1	99	-7	0.4	15	-2	1	-1	0.3
Fc1ccc(/C=N/Nc2nn[nH]n2)cc1	-6	97	-6	0.1	-17	-1	-3	21	0.3
O=C(CCS(=O)(=O)c1ccc(Br)cc1)NCCC1=CCCCC1	-5	103	9	-2.6	17	2	-7	-8	-1.9
Nc1ccc(C(=O)Nc2ccc(OC(F)(F)C(F)F)c(NC(=O)c3ccc(N)cc3)c2)cc1	-9	112	-7	4.0	22	2	-2	-7	2.5
Cn1nnnc1SCC(=O)Nc1cc(C(F)(F)F)ccc1N1CCOCC1	-2	96	-1	0.1	-9	-6	-4	-2	0.1
COC(=O)CSc1nnc(-c2cccnc2)n1-c1cc(OC)cc(OC)c1	7	107	17	-0.4	9	2	-2	10	0.1
Cc1ccc(OCC(=O)Nc2ccc(CN3CCOCC3)cc2)cc1	-2	102	-19	0.0	15	4	-2	0	1.0
c1ccc(-c2nnsc2-c2ncc[nH]2)cc1	2	101	-1	0.4	-2	-6	0	-13	9.0
c1ccc(-n2nnc3c(N4CCOCC4)ncnc32)cc1	0	79	2	1.7	1	-5	-5	4	1.0
O=C(N/N=C/c1ccc(OC(=O)c2cccs2)cc1)c1ccc(F)cc1	8	101	9	0.1	7	2	1	2	-0.2
Cn1c(=O)c2c(nc(CN3CCN(c4ccccc4)CC3)n2Cc2ccccc2Cl)n(C)c1=O	.	97	2	.	22	-1	-4	5	.
Cc1ccn(CCC(=O)N2CCCC(CCC(=O)N3CCN(c4ccccn4)CC3)C2)n1 (stereo unspecified)	-6	94	-4	-0.3	2	-5	-1	-2	0.0
O=C(O)C1Nc2ccc(Br)cc2C2C=CCC12 (stereo unspecified)	2	91	-11	-0.2	0	0	.	9	0.0
COC(=O)c1ccccc1NC(=O)c1sc(Cl)nc1C	-4	96	-4	-1.5	-12	3	-3	-6	1.3
Cc1ccc(SCc2ccc(C(=O)NCc3ccncc3)cc2)cc1	-3	85	-3	10	4	-6	-4	2	6.9
CCCCN=CC1=C(O)CC(c2ccccc2)CC1=O (stereo unspecified)	-6	109	10	0.0	9	2	-1	-16	-1.0
CCC(CO)N=C1CC(C)(C)CC(=O)/C1=C(/O)CCCN1C(=O)c2ccccc2C1=O (stereo unspecified)	3	90	0	-1.8	-5	-7	-5	2	-0.9
C/C(=N/NC(=O)c1sc(NS(=O)(=O)c2ccccc2)nc1C)c1sc(N)nc1C	-12	96	-15	-1.0	10	-1	-7	5	0.2
CN1CCN(Cc2c(O)c(Cl)cc3c(-c4ccccc4)cc(=O)oc23)CC1	-4	100	-1	1.1	7	0	-2	10	0.7
Cc1ccc(NC(=O)c2c(C)nc3sc(C(=O)NC4CCCC4)c(N)c3c2-c2ccco2)c(C)c1	0	95	1	0.5	23	-2	2	13	1.4
CC(=O)NCCNC(=O)c1ccc(NC2=NC3CS(=O)(=O)CC3S2)cc1 (stereo unspecified)	-1	93	-4	0.3	.	-4	-4	-7	1.7
COc1ccc(N2CCN(C(=O)c3cc4c(s3)-c3ccccc3S(=O)(=O)C4)CC2)cc1	-5	-10*[inhibitor]	-10	-1.6	.	-19	-3	0	0.9
COc1ccc(CCNC(=O)c2ccc([N+](=O)[O-])cc2Cl)cc1OC	-4	.	.	-0.6	.	.	2	.	-0.9
CC/C(=N\Nc1nncc2ccccc12)c1ccc(F)cc1	-9	97	-25	-0.9	-8	2	-4	27	-0.2
Cc1cc(C)c2nc(N3CCC(C(=O)N4CCCC4)CC3)sc2c1	-12	106	-13	-1.6	-2	5	-3	3	0.8
CCCOc1ccc(C(=O)NCCC(=O)NCCCC(=O)OCC)cc1	-1	.	-6	-1.4	16	.	0	-10	0.2
CCCCN1C(=S)NC[C@@H]1c1ccccc1	-2	101	-13	-0.1	0	3	-6	-2	-0.1
CC(=O)NCC(=O)N1CCCC(C(=O)c2ccc(-c3ccccc3)c(F)c2)C1 (stereo unspecified)	-15	98	-15	2.7	6	-3	0	2	3.2
CC(=O)Nc1ccc2c(c1)C(=O)N(c1ccc(C)cc1)C2=O	2	126	0	3.3	-8	10	-5	-1	1.5
NC(=O)c1sc2nc3c(c(-c4cccs4)c2c1N)CCCC3	.	105	-12	.	31	3	.	12	.
O=C(NCCN1CCOCC1)/C(=C\c1ccccc1Cl)NC(=O)c1ccccc1	-4	102	3	0.3	12	0	-5	-16	1.6
COc1ccc(-c2[nH]c(-c3ccc(F)cc3)nc2SCC(=O)NCc2ccco2)cc1OC	-6	113	-5	-0.5	0	13	.	12	-0.3
COc1ccccc1NC(=O)Nc1ccc2c(c1)nnn2C	2	.	6	0.2	50	.	-2	4	0.2

Next section
SMILES	OXTR potentiate	MEKK2wt PB1 HTS	GPR7 antag	OXTR ag	NALP1 inh	MEKK2mut PB1 HTS	GalR3 antag	M18AAP inhibitor	V1aR counter
CCNC(=O)COc1ccc(-c2ccccc2)cc1	-13	96	2	1.4	25	0	1	-17	3.5
COc1ccc(CC(=O)N2CCN(c3ccccc3F)CC2)cc1OC	-2	107	1	3.3	-59	0	-12	-9	6.7
COc1ccc2cc(C(C)C(=O)N3CCC(C)CC3)ccc2c1 (stereo unspecified)	-1	102	1	-1.5	-6	8	-11	1	-0.6
CC1CC(C)CN(CC(=O)N2CCCc3c2c(=O)oc2ccc(OCc4ccccc4)cc32)C1 (stereo unspecified)	8	114	11	-1.6	29	18	0	-4	0.4
Cc1ccc(NC(=O)Cc2ccc3c(c2)CCCC3)cc1C	-2	97	3	-1.6	44	1	-11	-4	0.4
CC1CCCCC12NC(=O)N(CC(=O)NCc1ccccc1Cl)C2=O (stereo unspecified)	3	.	.	-0.6	.	.	1	.	-0.1
CCN1CCN(C(C)C(=O)NC2CCCCC2)CC1 (stereo unspecified)	-4	87	0	-0.4	.	-18	-1	-1	0.2
NS(=O)(=O)c1ccc(CCNC(=O)C2CCCCC2)cc1	3	104	0	1.0	24	8	-3	8	0.8
COc1cc2c(cc1OC)-c1nnnn1C(C)(C)C2	-4	99	-5	1.3	8	7	-6	4	0.5
COc1ccc(N=C2CC(C)(C)CC(=O)/C2=C(/O)c2ccccc2)cc1	-6	98	-2	-0.9	4	0	-3	2	0.0

Among those listed so far, these have a nitro group on carbon:
SMILES	OXTR potentiate	MEKK2wt PB1 HTS	GPR7 antag	OXTR ag	NALP1 inh	MEKK2mut PB1 HTS	GalR3 antag	M18AAP inhibitor	V1aR counter
CCN1CCN(C(=O)/C=C/c2ccc([N+](=O)[O-])cc2)CC1	1	100	0	-0.3	34	0	-1	-6	-0.1
O=C(CN1CCCCCC1)Nc1ccccc1[N+](=O)[O-]	-8	106	-13	-2.1	8	2	-11	5	0.0
COc1ccc(CCNC(=O)c2ccc([N+](=O)[O-])cc2Cl)cc1OC	-4	.	.	-0.6	.	.	2	.	-0.9

Later entries
SMILES	OXTR potentiate	MEKK2wt PB1 HTS	GPR7 antag	OXTR ag	NALP1 inh	MEKK2mut PB1 HTS	GalR3 antag	M18AAP inhibitor	V1aR counter
Cc1sc2nc(C)n(/N=C/c3ccc(O)cc3)c(=O)c2c1C	-3	99	-2	0.4	2	0	-2	8	0.5
COc1ccc(CNC[C@@H](CCCCN(C)Cc2ccc(OC)cc2)N2C[C@H](c3ccccc3)N(CCc3ccc(Cl)c(Cl)c3)C(=O)C2=O)cc1	-16	236*	17	29*	8	94*	.	4	58*
O=C(CS(=O)(=O)Cc1ccccc1)Nc1ccc2c(c1)OCO2	0	85	-11	-0.7	9	-13	-7	4	-1.5
COc1ccccc1-c1cc(C2CC2)nc(N)c1C#N	-5	115	-1	-1.8	9	10	0	-3	-0.1
CC(=O)Nc1nc(C(=O)O)cs1	-8	98	-7	-0.4	-5	-2	-2	3	-0.1
COc1cc(S(=O)(=O)N2CCOCC2)cc(C(=O)OCC(=O)NC2CCCCC2)c1OC	4	.	.	-0.4	.	.	5	.	0.3
CC(O)[C@H](NC(=O)C1(c2ccccc2)CCN(C(=O)OC(C)(C)C)CC1)C(=O)O (stereo partly specified)	-2	100	-5	-0.4	-5	6	-1	-2	0.4

Screening data (PubChem)

The order is random; any-hit rate near 4.1%.
